Screening data: PubChem BioAssay, National Center for Advancing Translational Sciences (NCATS)
Vif-APOBEC3F blk = Vif-A3F binding inhibition | actives 0.2% (n = 390,000) | Potency, µM (top dose mostly 46.1 µM), inactives show top-dose activity, negative = active | HeLa A3F-eYFP + Vif (tagged APOBEC3F with the HIV-1 protein that degrades it), YFP fluorescence increase; also: potency is read from the fitted curve at half-maximal effect; % of control where 0% means no effect; nearly all actives have a fitted effect of over 65% in size
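Fluorescence increase (Ex 488/Em 500-530) after overnight compound treatment at 37 deg C flags inhibition of Vif-driven A3F-eYFP loss in stable HeLa A3F-eYFP/Vif cells seeded overnight beforehand.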
RXFP1 antag = blocks the human relaxin receptor RXFP1. HEK293-RXFP1, relaxin-stimulated cAMP HTRF, 30 min; active compounds read low. actives 0.59% (n = 350,000). Q9HBX9. AID 1259400. activity change, negative = inhibition, % at 57.5 µM;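 active = activity change of -60% or lower, but not beyond a set lower limit; inconclusive = change between -60% and -40%, or beyond the set limit; inactive = change above -40%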; also: % is scaled to controls: 0 for no effect and ±100 for the full control effect
Target sequence (Q9HBX9 whole entry, looked up): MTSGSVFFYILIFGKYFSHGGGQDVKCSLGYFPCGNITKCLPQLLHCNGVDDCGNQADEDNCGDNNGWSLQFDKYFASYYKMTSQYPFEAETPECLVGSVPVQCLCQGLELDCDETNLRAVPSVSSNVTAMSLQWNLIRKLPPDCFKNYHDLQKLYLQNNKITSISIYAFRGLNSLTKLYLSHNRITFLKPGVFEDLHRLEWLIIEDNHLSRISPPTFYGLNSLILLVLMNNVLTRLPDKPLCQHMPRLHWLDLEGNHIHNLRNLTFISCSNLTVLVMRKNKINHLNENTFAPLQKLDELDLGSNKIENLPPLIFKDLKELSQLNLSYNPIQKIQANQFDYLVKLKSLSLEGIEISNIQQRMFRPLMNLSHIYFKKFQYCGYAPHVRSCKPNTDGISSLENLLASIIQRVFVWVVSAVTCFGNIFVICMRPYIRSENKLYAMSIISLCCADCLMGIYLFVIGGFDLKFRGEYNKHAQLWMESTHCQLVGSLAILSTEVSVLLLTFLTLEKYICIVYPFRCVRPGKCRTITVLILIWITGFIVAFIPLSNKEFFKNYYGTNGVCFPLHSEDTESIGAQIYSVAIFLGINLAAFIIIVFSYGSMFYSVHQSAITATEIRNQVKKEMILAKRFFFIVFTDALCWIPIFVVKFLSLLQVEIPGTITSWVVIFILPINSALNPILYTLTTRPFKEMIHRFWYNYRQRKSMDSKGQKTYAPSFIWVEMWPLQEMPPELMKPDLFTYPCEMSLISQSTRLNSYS
D1 antag = human D1 dopamine receptor antagonism; activity change, negative = inhibition, % at 10 µM; actives 3.2% (n = 360,000); AID 504652; HEK293 TREx D1 cells, calcium flux, dopamine EC80; active compounds read low; in the data active = activity change below about -30%; also: % is scaled to controls: 0 for no effect and ±100 for the full control effect
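Allosteric or orthosteric antagonism assessed as attenuation of the calcium response to EC80 dopamine, added 180 s after compound, in induced HEK293 Trex D1 cells loaded with no-wash calcium dye.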
D1 ag = activates the human D1 dopamine receptor. P21728. HEK293 T-REx D1 cells, calcium flux, agonist mode. activation, % at 2 µM. actives 1% (n = 360,000); in the data active = activation above about 30%; also: 0% is about no effect
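Inducible HEK293 T-REx D1 cells, force-coupled to calcium signalling, were plated at 4000 cells/well with tetracycline and held overnight at 30 C. After no-wash calcium dye loading, compound-evoked calcium rise over 180 s flagged agonists.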
D2 PAM = D2 dopamine receptor (human) potentiation. P14416. HEK293 T-REx D2, calcium flux, EC20 dopamine potentiation. potentiation, % at 10 µM. actives 0.34% (n = 340,000);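 active = potentiation over 3 SD above the plate norm, cut at about 30% in these data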; also: 0% is about no effect
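Tetracycline-induced Hek293 Trex D2 cells, force-coupled to calcium, loaded with no-wash calcium dye. Compound added with 180 s kinetic read for agonism, then EC20 dopamine and a further 180 s read for potentiation.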
RXFP1 agonist = RXFP1 (human) receptor agonism | Q9HBX9 | actives 0.3% (n = 370,000) | AID 2676 | Potency, µM (doses to about 57.5 µM), for inactives: at the highest dose activation, usual class: activators | HEK293T-RXFP1 cAMP TR-FRET, 30 min; response scale: percent of porcine relaxin response, buffer zero; also: potency is read from the fitted curve at half-maximal effect; % is scaled to controls: 0 for no effect and ±100 for the full control effect; nearly all actives have a fitted effect of over 60% in size; many of its hits are not listed in these tables
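HEK293T cells stably expressing RXFP1 were pretreated with the PDE4 inhibitor Ro 20174, exposed to compounds for 30 min at 37C, lysed, and cAMP was read by TR-FRET. Data normalized to buffer (basal) and 29 nM porcine relaxin (100%).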
Vif-APOBEC3G blk = blocks the Vif interaction with human APOBEC3G | Q9HC16 | HeLa A3G-eYFP + Vif (tagged APOBEC3G with the HIV-1 protein that degrades it), YFP fluorescence, overnight | actives 0.076% (n = 410,000) | Potency, µM (series often up to 46.1 µM), inactives show at the top dose activity, negative = active, actives largely listed as inhibitors;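 also: potency is read from the fitted curve at half-maximal effect; % is scaled to controls: 0 for no effect and ±100 for the full control effect; nearly all actives have a fitted effect of over 60% in size; hits raise eYFP signal because A3G escapes Vif-driven loss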
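HeLa cells stably expressing Vif and C-terminally eYFP-tagged A3G, seeded overnight at 37 deg C, then exposed to compound by pintool overnight at 37 deg C. Rise in yellow fluorescence (Ex 488/Em 500-530, Acumen) marks blocked Vif-driven A3G degradation.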
D1 potentiator = human D1 dopamine receptor positive modulation; HEK293 TREx D1 cells, calcium flux, dopamine EC20 potentiation; potentiation, % at 10 µM; AID 504651; actives 0.036% (n = 360,000); in the data active = potentiation above about 30%; also: 0% is about no effect
Glioma ERSR ind = inducers of ER stress response in human glioma cells | U87-MG GRP78 promoter luciferase reporter, 16 h | Potency, µM, without a hit: top-dose activation, hits mostly activators | actives 0.02% (n = 420,000) | AID 602332; also: potency is read from the fitted curve at half-maximal effect; series mostly up to about 76 µM; % of control where 0% means no effect; nearly all actives have a fitted effect of over 35% in size
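Stably transfected U87-MG human glioma cells carrying a GRP78-based luminescent sensor were seeded at 1000 cells/well, pin-dosed with compounds and incubated 16 h. Luciferase reagent was then added, and end-point luminescence was read after 10 min at room temperature.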
* hit, by the source's call; ? = inconclusive; . = no result given. Unless noted, calls follow the shape of the dose curve; as a rule, active = well fitted curve in the direction sought with a large enough effect; inconclusive = small, poorly fitted or top-dose-only effect, or another doubt; inactive = no such curve, though single readings can be large; an effect the other way counts as inactive or inconclusive.

SMILES | Vif-APOBEC3F blk | RXFP1 antag | D1 antag | D1 ag | D2 PAM | RXFP1 agonist | Vif-APOBEC3G blk | D1 potentiator | Glioma ERSR ind
COc1ccc(NC(=O)CCc2c(C)nc3c(-c4ccc(F)cc4)c(C)nn3c2C)c(OC)c1 | 0% | . | -6 | 0 | 18 | 1.1% | 1% | -5 | -3%
CCCN(CC1CC1)C(=S)NC(=O)c1ccccc1C | -4% | 1 | . | . | . | . | -6% | . | -3%
COC(=O)CSc1nnc(CNC(=O)c2ccc(S(=O)(=O)N3CCCCC3)cc2)n1C | 6% | 7 | 11 | 2 | 10 | 2.3% | 1% | 9 | -5%
Cc1cc(C(F)F)n2nc(C(=O)Nc3cc(C)on3)nc2n1 | -6% | -7 | 9 | 1 | 4 | 1.0% | 1% | -2 | -1%
Cc1c(Cc2ccccc2)c(=O)oc2cc(OC(=O)c3ccccc3)ccc12 | 5% | 17 | 0 | 3 | 11 | 1.5% | 3% | -2 | -3%
COc1cccc(C(=O)N2CCN(C3CCC(c4ccccc4)CC3)CC2)c1OC (stereo not drawn) | -22% | -12 | -9 | 3 | -10 | 0.3% | -1% | -4 | -4%
CCN(C(=O)Cn1cc(S(=O)(=O)Cc2ccccc2Cl)c2ccccc21)c1ccccc1 | 5% | -22 | 11 | 4 | -7 | 2.7% | -3% | -1 | 1%
Cc1nn2c3ccccc3n(Cc3ccccc3)c2nc1=O | -2% | 1 | 19 | 0 | 0 | 1.9% | 0% | -6 | -2%
CCOC(=O)N1CCN(c2c(NCCOC)c(=O)c2=O)CC1 | 1% | . | 1 | 4 | 6 | 0.7% | 7% | . | -5%
O=C(CSc1nnc(NC(=O)CN2CCOCC2)s1)Nc1ccccc1 | -9% | -7 | 23 | 3 | -4 | 1.2% | -1% | -5 | -2%
COCCN(C(=O)c1snc(C(N)=O)c1N)C(C(=O)NC1CCCCC1)c1ccc(N(C)C)cc1 (stereo not drawn) | 1% | 5 | 2 | 2 | -12 | ? | 1% | 0 | 1%
COC(=O)c1cc(C(=O)c2ccc(Cl)cc2)n2c(=O)/c(=C\N(C)C)sc12 | -28% | -5 | -13 | 2 | 15 | 15% | -6% | -1 | -1%
Cc1ccc(-n2ncc3c(NCCc4ccccc4)ncnc32)cc1Cl | -16% | -22 | -36* | 7 | -4 | 3.3% | -2% | -3 | 4%
CN(CC(=O)Nc1c(Cl)cccc1Cl)C(=O)c1ccccc1Cc1ccccc1 | -6% | 7 | 18 | 1 | -5 | 0.9% | -2% | 7 | -6%
Cc1ccc2c(CC(=O)N3CCOCC3)coc2c1 | 0% | 2 | -9 | 1 | -3 | 2.5% | 1% | -5 | -3%
Cc1ccc(C)c(-n2cc(-c3ccccc3)nc2SCC(=O)Nc2ccccc2)c1 | 1% | -5 | -3 | 5 | -8 | 2.1% | -4% | 1 | -1%
O=C(COc1cccnc1[N+](=O)[O-])Nc1ccc2c(c1)CCC2 | 8% | 0 | -9 | 2 | -4 | -0.7% | -4% | -4 | -2%
CCOC(=O)C1CCN(C(=O)C2c3ccccc3C(=O)N(C)C2c2ccc(OC)cc2)CC1 (stereo not drawn) | -6% | 5 | -9 | 2 | -4 | -0.3% | -9% | -4 | -4%
Cc1ccc(N2CCN(S(=O)(=O)N3CCCCC3)CC2)c(C)c1 | 0% | -70* | 21 | 9 | -1 | -0.2% | -1% | 4 | -1%
CCCC(=O)NC(=S)Nc1ccc(N2CCN(C(=O)c3cccs3)CC2)cc1 | 11% | 1 | -13 | 13 | . | 0.3% | -2% | -7 | -2%
COc1cc(C2CC(=O)c3c(O)cc(O)cc3O2)ccc1O (stereo not drawn) | -3% | . | 12 | 2 | 14 | -1.0% | -1% | -4 | 2%
CCN(CC)CCCNC(=O)CCC(=O)Nc1ccc2nc(N3CCCCC3)cc(C)c2c1 | 18% | 8 | 6 | 4 | 7 | 6.0% | -5% | 0 | -1%
CN(C)c1ccc(C(c2ccc(N(C)C)cc2)C(O)c2ccccc2)cc1 (stereo not drawn) | 3% | -18 | . | . | . | . | -1% | . | -4%
CC(=O)c1ccc(NC(=O)CN2C(=O)NC3(CCCc4ccccc43)C2=O)cc1 (stereo not drawn) | 0% | 10 | . | . | . | . | 3% | . | -3%
COc1ccc(CC(=O)N2CCN(S(=O)(=O)c3cc(Cl)ccc3Cl)CC2)cc1 | 1% | 4 | -12 | -1 | -6 | 0.6% | 2% | -4 | -3%
O=C(CNC(=O)c1nc[nH]c1C(=O)N1CCNCC1)OCc1ccccc1 | 5% | . | 11 | 6 | 9 | 1.4% | 3% | -5 | -5%
COc1cc2c(cc1OC)C(COc1ccc3c(C)cc(=O)oc3c1)N(C(=O)c1ccc(C)cc1)CC2 (stereo not drawn) | -13% | -15 | 0 | 6 | 28 | 0.9% | 1% | 1 | -1%
O=C(CN1C(=O)c2ccccc2S1(=O)=O)c1ccc(F)c(F)c1 | -5% | -6 | 0 | 6 | 6 | 1.9% | 3% | 2 | -13%
Cn1c(Cn2nnc3ccccc32)nnc1SCC(=O)N1c2ccccc2Sc2ccccc21 | -13% | -34 | -1 | 8 | 2 | 1.0% | 1% | 1 | -1%
O=C(Nc1ccccc1-c1ccccc1)c1cccs1 | 1% | -33 | 2 | 0 | -3 | -2.4% | -6% | -8 | -1%
CCc1nc2sc3c(c2c(=O)n1N)CCC3 | -3% | 0 | 1 | 1 | 6 | 0.1% | 3% | 5 | 2%
Cc1nn(Cc2ccccc2)c(C)c1C(=O)Nc1ccc(N2CCOCC2)cc1 | 2% | 2 | -10 | 1 | 1 | 1.3% | -2% | -12 | -3%
CN(c1ccc(C(=O)N2CCCCC2)cc1)S(C)(=O)=O | -12% | -11 | -7 | 2 | -5 | -0.4% | 1% | -2 | 0%
Cc1oc(-c2ccc(C(=O)NCc3ccccc3Cl)cc2)nc1CN1CCc2ccccc21 | 4% | . | 4 | 3 | 3 | -2.6% | 0% | 2 | -1%
COc1cc(OC)cc(C(=O)N[C@H](C(=O)OCc2cc(=O)oc3cc(C)ccc23)C(C)C)c1 | 1% | . | 14 | 2 | -6 | 0.8% | -2% | 4 | -3%
CCOC(=O)CN1C(=O)CC(c2ccccc2)C1=O (stereo not drawn) | 1% | -4 | 29 | 9 | -1 | 1.1% | 0% | -3 | -2%

In a second layout: 5 of the compounds above.
Sequence of screens – Vif-APOBEC3F blk, RXFP1 antag, D1 antag, D1 ag, D2 PAM, RXFP1 agonist, Vif-APOBEC3G blk, D1 potentiator, Glioma ERSR ind
Cc1nn2c3ccccc3n(Cc3ccccc3)c2nc1=O
    -2%, 1, 19, 0, 0, 1.9%, 0%, -6, -2%
CCOC(=O)N1CCN(c2c(NCCOC)c(=O)c2=O)CC1
    1%, ., 1, 4, 6, 0.7%, 7%, ., -5%
O=C(CSc1nnc(NC(=O)CN2CCOCC2)s1)Nc1ccccc1
    -9%, -7, 23, 3, -4, 1.2%, -1%, -5, -2%
COCCN(C(=O)c1snc(C(N)=O)c1N)C(C(=O)NC1CCCCC1)c1ccc(N(C)C)cc1 (stereo not drawn)
    1%, 5, 2, 2, -12, ?, 1%, 0, 1%
COC(=O)c1cc(C(=O)c2ccc(Cl)cc2)n2c(=O)/c(=C\N(C)C)sc12
    -28%, -5, -13, 2, 15, 15%, -6%, -1, -1%

The listing continues.
SMILES | Vif-APOBEC3F blk | RXFP1 antag | D1 antag | D1 ag | D2 PAM | RXFP1 agonist | Vif-APOBEC3G blk | D1 potentiator | Glioma ERSR ind
Cc1c(Cl)c([N+](=O)[O-])nn1CCCC(=O)Nc1ccc(Cl)cc1Cl | 0% | -12 | 17 | 1 | -12 | 0.6% | 0% | 0 | -8%
Cc1ccc(Cn2c(=O)n(CC3CCC(C(=O)N4CCC(C)CC4)CC3)c(=O)c3sccc32)cc1 (stereo not drawn) | 2% | -5 | 4 | 2 | 11 | 1.2% | -1% | 3 | -3%
O=C(CCS(=O)(=O)c1cc(Br)cc2c1N(C(=O)C1CC1)CC2)N1CCN(c2cccc(C(F)(F)F)c2)CC1 | -15% | 1 | 6 | 5 | 0 | -7.1% | 5% | -2 | -3%
CN(C)c1ccc(CNC(=O)C2CCC(CNc3c(N4CCCCC4)c(=O)c3=O)CC2)cc1 (stereo not drawn) | -1% | -10 | -16 | 2 | . | -3.0% | 1% | 1 | -1%
CC1CCC2(CC1)NC(=O)N(CC(=O)N1c3ccccc3CC1C)C2=O (stereo not drawn) | -8% | -19 | . | . | . | . | 0% | . | -6%
CCc1ccc(-n2c(CSc3nnnn3-c3ccccc3)nc3ccccc3c2=O)cc1 | -5% | -2 | -5 | 1 | 4 | 2.0% | 0% | 3 | -8%
Cc1cc(C)cc(NC(=O)CCc2nc3ccccc3[nH]2)c1 | 7% | 6 | . | . | . | -0.2% | -1% | . | 4%
COc1ccccc1-n1nc(-c2ccccc2)c2cnc3cc(C(F)(F)F)ccc3c21 | 0% | . | -10 | 1 | -9 | -0.6% | 2% | 11 | -3%
CC(C)Cc1nn2c(=O)cc(COC(=O)c3ccc(NC(=O)CCc4ccccc4)cc3)nc2s1 | -6% | 4 | 4 | 2 | . | ? | -1% | 0 | 0%
O=C1CN(C(=O)c2ccc(S(=O)(=O)N3CCCCC3)cc2)C(c2ccc(F)cc2)c2cc(Cl)ccc2N1 (stereo not drawn) | -6% | -18 | -24 | 7 | -2 | 3.6% | -4% | 0 | -2%
O=C(NC1CCCCCC1)c1cccnc1Sc1ccccc1 | -4% | 5 | 3 | 0 | -8 | -0.3% | 0% | -5 | -5%

This is a subset (hit frequency here may not be typical).
